Growth percent in the NCI-60 one-dose screen (48 h, 10 µM unless noted): 100 = growth as untreated, 0 = no growth, -100 = all killed.
OVCAR-5: OVCAR-5 ovarian cancer | AID 1794783 | 2.9% of 82,000 active
OVCAR-4: OVCAR-4 ovarian cancer cells | 3.7% of 80,000 active | AID 1794784
OVCAR-3: OVCAR-3 ovarian cancer. 7% of 79,000 active
OVCAR-8: OVCAR-8 ovarian cancer. 4.4% of 81,000 active
SW-620: SW-620 colon cancer; 5.2% of 82,000 active; AID 1794795
DU-145: DU-145 prostate cancer. AID 1794760. 4.2% of 81,000 active
KM12: KM12 colon cancer cells | 5% of 82,000 active | AID 1794800
HCC-2998: HCC-2998 colon cancer | 4.7% of 79,000 active | AID 1794799
PC-3: PC-3 prostate cancer cells; 3.9% of 80,000 active
* = called active by the depositor; & = joins results of further samples. How the source made its calls: active means growth percent below 10; inactive means the rest.

The first 2 records, to show the layout:
For COc1ccc(S(N)(=O)=O)cc1 the results were OVCAR-5 102, OVCAR-4 105, OVCAR-3 120, OVCAR-8 98, SW-620 100, DU-145 125, KM12 104, HCC-2998 98 and PC-3 104.
For Brc1ccc(-c2csc(N/N=C/c3cccs3)n2)cc1 the results were OVCAR-5 101, OVCAR-4 89, OVCAR-3 107, OVCAR-8 101, SW-620 107, DU-145 112, KM12 101, HCC-2998 123 and PC-3 87.

The list itself, previewed entries included:
For COc1ccc(S(N)(=O)=O)cc1 the results were OVCAR-5 102, OVCAR-4 105, OVCAR-3 120, OVCAR-8 98, SW-620 100, DU-145 125, KM12 104, HCC-2998 98 and PC-3 104.
For Brc1ccc(-c2csc(N/N=C/c3cccs3)n2)cc1 the results were OVCAR-5 101, OVCAR-4 89, OVCAR-3 107, OVCAR-8 101, SW-620 107, DU-145 112, KM12 101, HCC-2998 123 and PC-3 87.
Cc1cc(N(CCCNc2ccnc3cc(Cl)ccc23)Cc2ccco2)nc(N2CCN(C)CC2)n1 was read as OVCAR-5 74, OVCAR-4 57, OVCAR-3 57, OVCAR-8 55, SW-620 34, DU-145 56, KM12 63, HCC-2998 87 and PC-3 51.
For Nc1nnc(C(=O)c2cnc3n(c2=O)CCCCC3)s1 the results were OVCAR-5 104, OVCAR-4 111, OVCAR-3 102, OVCAR-8 105, SW-620 100, DU-145 103, KM12 105, HCC-2998 106 and PC-3 101.
Screening CCN(CC)CC(=O)Nc1cc(NC(=O)CN(CC)CC)c(C)c(NC(=O)CN(CC)CC)c1 returned OVCAR-5 112, OVCAR-4 112, OVCAR-3 106, OVCAR-8 86, SW-620 104, DU-145 101, KM12 104, HCC-2998 93 and PC-3 80.
`O=c1nc2s/c(=C\C=C\c3ccccc3)c(=O)n2c2nc(-c3ccccc3)c(-c3ccccc3)nc12` gave OVCAR-5 104, OVCAR-4 98, OVCAR-3 106, OVCAR-8 99, SW-620 101, DU-145 100, KM12 106, HCC-2998 94 and PC-3 90.
Screening CCOC(=O)c1csc(NC(=O)COc2ccc(/C=C3\Oc4ccccc4C3=O)cc2)n1 returned OVCAR-5 92, OVCAR-4 82, OVCAR-3 93, OVCAR-8 85, SW-620 105, DU-145 114, KM12 89, HCC-2998 106 and PC-3 96.
`NC(=O)CSc1nc2ccccc2c(=O)n1CCc1ccc(S(N)(=O)=O)cc1` gave OVCAR-5 103, OVCAR-4 101, OVCAR-3 117, OVCAR-8 104, SW-620 107, DU-145 114, KM12 103, HCC-2998 107 and PC-3 102.
`COc1ccc(/C=N/Nc2cc(=O)[nH]c3ccc(Cl)cc23)cc1` gave OVCAR-5 95, OVCAR-4 43, OVCAR-3 12, OVCAR-8 69, SW-620 38, DU-145 65, KM12 47, HCC-2998 89 and PC-3 59.
For O=C(c1ccc(O)cc1)[C@@H]1[C@@H]2CCCN2[C@]2(C(=O)N(C(=O)c3ccc(F)cc3)c3ccccc32)[C@H]1c1ccc(F)cc1 the results were OVCAR-5 115, OVCAR-4 86, OVCAR-8 79, SW-620 104, DU-145 100, HCC-2998 105 and PC-3 73.
`Cc1ccc[n+](CC(=O)c2ccc(-c3ccccc3)cc2)c1` gave OVCAR-5 99, OVCAR-4 92, OVCAR-3 96, OVCAR-8 96, SW-620 110, DU-145 108, KM12 101, HCC-2998 104 and PC-3 80.
Screening O=C1C=C(O)C(c2ccccc2)=CC1=O returned OVCAR-5 100, OVCAR-4 105, OVCAR-3 119, OVCAR-8 107, SW-620 112, DU-145 133, KM12 112 and PC-3 89.
Screening CC(C)(Sc1cc(C(C)(C)C)c(O)c(C(C)(C)C)c1)Sc1cc(C(C)(C)C)c(OC(=O)CCC(=O)O)c(C(C)(C)C)c1 returned OVCAR-5 87, OVCAR-4 67, OVCAR-3 47, OVCAR-8 41, SW-620 45, DU-145 57, KM12 33, HCC-2998 43 and PC-3 35.
Screening CC1=C2CC/C(C)=C/CC[C@]3(C)O[C@H]3CC/C(C)=C/[C@@H]2OC1=O returned OVCAR-5 101, OVCAR-4 91, OVCAR-3 116, OVCAR-8 99, SW-620 104, DU-145 122, KM12 109, HCC-2998 99 and PC-3 101.
`CCCCCCCCCCCCSC#N` gave OVCAR-5 107, OVCAR-4 108, OVCAR-3 99, OVCAR-8 104, SW-620 99, DU-145 108, KM12 106, HCC-2998 103 and PC-3 91.
Screening O=S(=O)(Nc1nc2ccc(C(F)(F)F)cc2s1)c1ccccc1 returned OVCAR-5 104, OVCAR-4 92, OVCAR-3 106, OVCAR-8 97, SW-620 105, DU-145 111, KM12 99, HCC-2998 100 and PC-3 90.
For O=C(Nc1ccc(OS(=O)(=O)c2ccc(F)cc2)cc1)C1CCCCC1 the results were OVCAR-5 102, OVCAR-4 102, OVCAR-3 95, OVCAR-8 92, SW-620 102, DU-145 96, KM12 79, HCC-2998 89 and PC-3 80.
For Cc1cc(C(N)=O)cc(C)c1C(=O)O the results were OVCAR-5 110, OVCAR-4 127, OVCAR-3 112, OVCAR-8 93, SW-620 105, DU-145 108, KM12 103, HCC-2998 101 and PC-3 92.
Screening Cc1cccc(NC(=O)c2c(N)c3cc4c(nc3n2C)CCCC4)c1C returned OVCAR-5 90, OVCAR-4 55, OVCAR-3 94, OVCAR-8 81, SW-620 75, DU-145 96, KM12 86, HCC-2998 94 and PC-3 82.
O=C(C[n+]1ccccc1)c1ccc2ccccc2c1O was read as OVCAR-5 108, OVCAR-4 113, OVCAR-3 98, OVCAR-8 98, SW-620 104, DU-145 108, KM12 96, HCC-2998 85 and PC-3 78.
`O=C1/C(=C(/c2ccccc2)N2CCOCC2)Cc2ccccc21` gave OVCAR-5 34, OVCAR-4 32, OVCAR-3 -61*, OVCAR-8 20, SW-620 0.6*, DU-145 -42*, KM12 36, HCC-2998 -72* and PC-3 12.
For N#Cc1c(-c2cccc(Br)c2)n2c(nc1=O)SC(=O)C2 the results were OVCAR-5 95, OVCAR-4 110, OVCAR-3 122, OVCAR-8 105, SW-620 109, DU-145 121, KM12 115, HCC-2998 97 and PC-3 98.
`CCc1c(Cl)nc(N)nc1Nc1ccc(Br)cc1` gave OVCAR-5 92, OVCAR-4 112, OVCAR-3 103, OVCAR-8 103, SW-620 99, DU-145 94, KM12 102, HCC-2998 99 and PC-3 92.
Fc1ccc2c(c1)nc(-c1nc(-c3cnccn3)n[nH]1)c1cccn12 was read as OVCAR-5 103, OVCAR-4 100, OVCAR-3 112, OVCAR-8 101, SW-620 99, DU-145 107, KM12 100, HCC-2998 111 and PC-3 98.
N#CC(CC(=O)c1ccc(Cl)cc1)c1ccccc1 (stereo not drawn) was read as OVCAR-5 108, OVCAR-4 99, OVCAR-3 108, OVCAR-8 105, SW-620 106, DU-145 121, KM12 110, HCC-2998 112 and PC-3 97.
`O=C(OCC(O)(CO)C(=O)NC12CC3CC(CC(C3)C1)C2)c1ccc(Cl)cc1` (stereo not drawn) gave OVCAR-5 100, OVCAR-4 107, OVCAR-3 101, OVCAR-8 92, SW-620 103, DU-145 108, KM12 103, HCC-2998 106 and PC-3 94.
CCOC(=O)/C(=C\c1ccc2c(c1)OCO2)c1ccccc1 was read as OVCAR-5 104, OVCAR-4 110, OVCAR-3 107, OVCAR-8 99, SW-620 102, DU-145 107, KM12 104 and PC-3 98.
CCCCCCCc1nc(C#N)c(NCc2cccnc2)o1 was read as OVCAR-5 85, OVCAR-4 89, OVCAR-3 81, OVCAR-8 98, SW-620 96, DU-145 90, KM12 91, HCC-2998 103 and PC-3 101.
`O=C(COc1ccc(-c2nc3ccc([N+](=O)[O-])cc3[nH]2)cc1)N=Nc1c(O)[nH]c2ccc(Cl)cc12` gave OVCAR-5 103, OVCAR-4 95, OVCAR-3 103, OVCAR-8 84, SW-620 99, DU-145 101, KM12 103, HCC-2998 98 and PC-3 90.
COC1=CC2C(O)c3ccccc3N3C(=O)CCC23C=C1 (stereo not drawn) was read as OVCAR-5 104, OVCAR-4 117, OVCAR-3 109, OVCAR-8 102, SW-620 101, DU-145 99, KM12 99, HCC-2998 106 and PC-3 84.
Screening COC(=O)c1ccc(Nc2nc3ccccc3cc2C=O)cc1 returned OVCAR-5 113, OVCAR-4 74, OVCAR-3 97, OVCAR-8 91, SW-620 104, DU-145 106, KM12 95, HCC-2998 100 and PC-3 91.
`CCOC(=O)c1c(C)[nH]c(/C=N/NC(N)=O)c1C` gave OVCAR-5 98, OVCAR-4 102, OVCAR-3 113, OVCAR-8 90, SW-620 103, DU-145 111, KM12 106, HCC-2998 103 and PC-3 89.
Screening Nc1nc2ncc(CCNc3ccc(C(=O)NC(CCC(=O)O)C(=O)O)cc3)nc2c(=O)[nH]1 (stereo not drawn) returned OVCAR-5 90, OVCAR-4 104, OVCAR-8 108, SW-620 103, DU-145 109, KM12 110 and PC-3 106.
Screening CC1SC(c2ccccc2F)N(NC(=O)C(O)(c2ccccc2)c2ccccc2)C1=O (stereo not drawn) returned OVCAR-5 95, OVCAR-4 100, OVCAR-3 122, OVCAR-8 77, SW-620 110, DU-145 108 and KM12 104.
For CC(CN=Cc1ccccc1O)N=Cc1ccccc1O (stereo not drawn) the results were OVCAR-5 96&104, OVCAR-4 103&109, OVCAR-3 112&97, OVCAR-8 108&106, SW-620 97&110, DU-145 105&121, KM12 113&102 and PC-3 96&96.
For CCCOc1cnc(N)nc1 the results were OVCAR-5 92, OVCAR-4 115, OVCAR-3 105, OVCAR-8 109, SW-620 99, DU-145 105, KM12 100, HCC-2998 94 and PC-3 100.
Cc1cccc(OCC(O)CN2CCN(c3cccc(Cl)c3)CC2)c1 (stereo not drawn) was read as OVCAR-5 108, OVCAR-4 96, OVCAR-3 98, OVCAR-8 98, SW-620 103, DU-145 116, KM12 117, HCC-2998 99 and PC-3 102.
`CC1N(C(=O)NCCCCCCNC(=O)N2C(C)C2(C)C)C1(C)C` (stereo not drawn) gave OVCAR-5 126, OVCAR-4 98, OVCAR-3 103, OVCAR-8 99, SW-620 103, DU-145 110, KM12 101, HCC-2998 100 and PC-3 102.
`COc1ccc(/C=N/NC(=O)c2c(N)nn(C)c2Nc2ccccc2)cc1OCc1ccccc1` gave OVCAR-5 99, OVCAR-4 98, OVCAR-8 94, SW-620 101, DU-145 104, KM12 97, HCC-2998 99 and PC-3 82.
`Clc1nc(Nc2ccccc2)nc(Nc2ccccc2)n1` gave OVCAR-5 101, OVCAR-4 86, OVCAR-3 103, OVCAR-8 112, SW-620 108, DU-145 101, KM12 102, HCC-2998 93 and PC-3 99.
Screening NNC(=S)N/N=C/c1ccco1 returned OVCAR-5 112, OVCAR-4 110, OVCAR-3 113, OVCAR-8 105, SW-620 109, DU-145 116, KM12 102 and PC-3 111.

12 structures out of the list, ordered by length of the SMILES, largest number first.
For O=C(c1ccc(O)cc1)[C@@H]1[C@@H]2CCCN2[C@]2(C(=O)N(C(=O)c3ccc(F)cc3)c3ccccc32)[C@H]1c1ccc(F)cc1 the results were OVCAR-5 115, OVCAR-4 86, OVCAR-8 79, SW-620 104, DU-145 100, HCC-2998 105 and PC-3 73.
Screening CCN(CC)CC(=O)Nc1cc(NC(=O)CN(CC)CC)c(C)c(NC(=O)CN(CC)CC)c1 returned OVCAR-5 112, OVCAR-4 112, OVCAR-3 106, OVCAR-8 86, SW-620 104, DU-145 101, KM12 104, HCC-2998 93 and PC-3 80.
Screening CCOC(=O)c1csc(NC(=O)COc2ccc(/C=C3\Oc4ccccc4C3=O)cc2)n1 returned OVCAR-5 92, OVCAR-4 82, OVCAR-3 93, OVCAR-8 85, SW-620 105, DU-145 114, KM12 89, HCC-2998 106 and PC-3 96.
`O=C(OCC(O)(CO)C(=O)NC12CC3CC(CC(C3)C1)C2)c1ccc(Cl)cc1` (stereo not drawn) gave OVCAR-5 100, OVCAR-4 107, OVCAR-3 101, OVCAR-8 92, SW-620 103, DU-145 108, KM12 103, HCC-2998 106 and PC-3 94.
Screening CC1SC(c2ccccc2F)N(NC(=O)C(O)(c2ccccc2)c2ccccc2)C1=O (stereo not drawn) returned OVCAR-5 95, OVCAR-4 100, OVCAR-3 122, OVCAR-8 77, SW-620 110, DU-145 108 and KM12 104.
Screening Cc1cccc(NC(=O)c2c(N)c3cc4c(nc3n2C)CCCC4)c1C returned OVCAR-5 90, OVCAR-4 55, OVCAR-3 94, OVCAR-8 81, SW-620 75, DU-145 96, KM12 86, HCC-2998 94 and PC-3 82.
`O=C1/C(=C(/c2ccccc2)N2CCOCC2)Cc2ccccc21` gave OVCAR-5 34, OVCAR-4 32, OVCAR-3 -61*, OVCAR-8 20, SW-620 0.6*, DU-145 -42*, KM12 36, HCC-2998 -72* and PC-3 12.
`CCOC(=O)c1c(C)[nH]c(/C=N/NC(N)=O)c1C` gave OVCAR-5 98, OVCAR-4 102, OVCAR-3 113, OVCAR-8 90, SW-620 103, DU-145 111, KM12 106, HCC-2998 103 and PC-3 89.
Screening COC(=O)c1ccc(Nc2nc3ccccc3cc2C=O)cc1 returned OVCAR-5 113, OVCAR-4 74, OVCAR-3 97, OVCAR-8 91, SW-620 104, DU-145 106, KM12 95, HCC-2998 100 and PC-3 91.
O=C(C[n+]1ccccc1)c1ccc2ccccc2c1O was read as OVCAR-5 108, OVCAR-4 113, OVCAR-3 98, OVCAR-8 98, SW-620 104, DU-145 108, KM12 96, HCC-2998 85 and PC-3 78.
`CCc1c(Cl)nc(N)nc1Nc1ccc(Br)cc1` gave OVCAR-5 92, OVCAR-4 112, OVCAR-3 103, OVCAR-8 103, SW-620 99, DU-145 94, KM12 102, HCC-2998 99 and PC-3 92.
For Cc1cc(C(N)=O)cc(C)c1C(=O)O the results were OVCAR-5 110, OVCAR-4 127, OVCAR-3 112, OVCAR-8 93, SW-620 105, DU-145 108, KM12 103, HCC-2998 101 and PC-3 92.

High-throughput results (PubChem)
